From PubChem BioAssay
SRC3 inh = inhibitors of human steroid receptor coactivator 3 (SRC3); HEK293 GAL4-SRC3 luciferase reporter, luminescence; actives 0.17% (n = 360,000); inhibition, % at 3.6 µM; Q9Y6Q9;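 active means inhibition above a per-campaign cutoff, the mean of all compounds plus 3 SD, cut at about 60% in these data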;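 further: 0% = DMSO-treated cells and 100% = gossypol-treated cells at 36 µM; higher means less SRC3-driven luciferase light from the GAL4 reporter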
ABHD5-PLIN5 inh = ABHD5-PLIN5 protein interaction inhibition; Q00G26+Q8WTS1; Split G. princeps luciferase complementation, luminescence, 4 h; inhibition, % at 4 µM; actives 0.78% (n = 360,000); AID 602281;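 active means inhibition above the mean inhibition across every tested compound plus 3 SD, cut at about 22% in these data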;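 further: 0% = DMSO only wells and the 100% control is not disclosed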
SRC1 inh = human NCOA1 inhibition | HEK293 GAL4-SRC1 luciferase reporter, luminescence | inhibition, % at 3.6 µM | actives 0.12% (n = 360,000) | Q15788;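 active means inhibition above the campaign mean plus 3 SD, with each screening campaign given its own cutoff, cut at about 60% in these data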;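 further: 0% = DMSO treated cells and 100% = gossypol at 36 µM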
Granule exo inh = lytic granule exocytosis inhibition; TALL-104 LAMP-1 surface exposure, flow cytometry; cells stimulated with thapsigargin and PMA; inhibition, % at 10 µM; actives 0.66% (n = 360,000); AID 651702;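 active means inhibition above about 55%, limit read from the data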
NCOA2 inhibitor = human SRC2 (NCOA2) inhibition; Q15596; HEK293 GAL4-SRC2 luciferase reporter, luminescence; inhibition, % at 9 µM; actives 0.17% (n = 370,000);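 active means inhibition above the mean inhibition of all tested compounds plus 3 SD, set per campaign, cut at about 52% in these data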;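 further: 0% = DMSO treated cells and 100% = cells given Gossypol at 36 µM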
TROY signal inh = inhibitors of TROY-dependent NF-kB signaling. Q293 LMP1-TROYcd NF-kB luciferase reporter, 4 h. inhibition, % at 10 µM. actives 0.98% (n = 360,000). AID 1347056;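 active means compounds whose plate-normalised and pattern-corrected inhibition of the luciferase reporter signal at the single screening dose is 50% or more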
LRH-1 inv ag = suppresses constitutive activity of human LRH-1. HEK293T StAR-luciferase reporter, LRH-1 transfected, 24 h. inhibition, % at 3.6 µM. actives 0.13% (n = 360,000);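 active means inhibition above the mean inhibition of all tested compounds plus 3 SD, cut at about 73% in these data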;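 further: 0% = DMSO wells and 100% = reporter-only cells lacking LRH-1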
Target sequence (O00482 whole entry, looked up): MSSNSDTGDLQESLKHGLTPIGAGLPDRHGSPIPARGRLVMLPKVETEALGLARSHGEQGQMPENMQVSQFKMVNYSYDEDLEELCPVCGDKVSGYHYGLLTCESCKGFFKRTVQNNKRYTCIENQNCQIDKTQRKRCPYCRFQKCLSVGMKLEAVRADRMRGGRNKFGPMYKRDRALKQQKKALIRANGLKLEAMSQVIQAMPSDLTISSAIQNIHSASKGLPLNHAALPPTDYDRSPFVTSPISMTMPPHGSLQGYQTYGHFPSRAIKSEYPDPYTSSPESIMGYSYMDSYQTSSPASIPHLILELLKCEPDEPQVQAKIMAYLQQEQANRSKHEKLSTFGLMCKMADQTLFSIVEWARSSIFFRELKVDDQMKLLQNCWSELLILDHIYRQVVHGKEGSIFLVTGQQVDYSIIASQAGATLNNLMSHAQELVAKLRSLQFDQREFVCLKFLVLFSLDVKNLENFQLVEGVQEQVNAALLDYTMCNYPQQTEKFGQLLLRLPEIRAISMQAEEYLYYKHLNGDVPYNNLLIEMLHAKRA
TWEAK-Fn14 inh = inhibitors of TWEAK-Fn14 interaction signaling | TWEAK-stimulated Fn14 reporter cells, luciferase luminescence, 8 h | actives 2% (n = 360,000) | inhibition, % at 10 µM; in the data active means inhibition above about 50%
TLR9-MyD88 block = blocks human TLR9 binding to MyD88; Q9NR96+Q99836; actives 0.21% (n = 340,000); inhibition, % at 4.98 µM; CHO BLA complementation TLR9-MyD88, CCF4 FRET ratio;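 active means inhibition above the mean over all tested compounds plus 3 SD, cut at about 21% in these data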;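 further: 0% = DMSO only wells and 100% = clavulanate BLA inhibitor control wells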
COUP-TFII inh = inhibitors of human COUP-TFII (NR2F2). P24468. HEK293T NGFI-A luciferase reporter, luminescence. inhibition, % at 8.6 µM. actives 0.7% (n = 370,000);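 active means inhibition above a per-plate cutoff, mean inhibition of test wells between control levels plus 3 SD, cut at about 38% in these data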;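 further: cells cotransfected with COUP-TFII expression vector driving the NGFI-A reporter; 0% = median of COUP-TF2 test wells and 100% = reporter-only cells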
NOD2 RIPK2 PPI = blocks binding of human NOD2 to RIPK2; O43353; CHO BLA complementation NOD2-RIPK2, CCF4 ratio; inhibition, % at 4.98 µM; actives 0.38% (n = 360,000); in the data active means inhibition above about 21%;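 further: 0% = vehicle only and 100% = reference blocker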
Target sequence (O43353 whole entry, looked up): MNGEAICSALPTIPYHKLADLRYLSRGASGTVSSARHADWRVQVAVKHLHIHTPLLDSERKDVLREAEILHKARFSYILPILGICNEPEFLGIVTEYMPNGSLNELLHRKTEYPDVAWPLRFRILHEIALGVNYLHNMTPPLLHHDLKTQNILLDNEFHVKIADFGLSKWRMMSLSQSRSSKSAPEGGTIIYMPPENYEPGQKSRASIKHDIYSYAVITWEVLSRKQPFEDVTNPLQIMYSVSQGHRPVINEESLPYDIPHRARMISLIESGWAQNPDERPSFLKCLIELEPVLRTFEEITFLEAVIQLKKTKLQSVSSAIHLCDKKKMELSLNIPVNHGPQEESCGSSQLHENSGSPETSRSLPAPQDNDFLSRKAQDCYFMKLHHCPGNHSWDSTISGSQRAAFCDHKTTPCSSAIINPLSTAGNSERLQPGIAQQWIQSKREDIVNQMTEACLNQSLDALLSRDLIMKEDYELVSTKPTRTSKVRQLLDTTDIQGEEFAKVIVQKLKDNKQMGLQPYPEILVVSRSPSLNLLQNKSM
Starred values were filed as active, the others as inactive; / = not tested or not shown. Only part of the results is shown; rates above refer to the full screens.

The first ten records as a preview:
| canonical_smiles | SRC3 inh | ABHD5-PLIN5 inh | SRC1 inh | Granule exo inh | NCOA2 inhibitor | TROY signal inh | LRH-1 inv ag | TWEAK-Fn14 inh | TLR9-MyD88 block | COUP-TFII inh | NOD2 RIPK2 PPI |
| --- | --- | --- | --- | --- | --- | --- | --- | --- | --- | --- | --- |
| COC(=O)c1c(-c2ccccc2OC)sc2ccc(OC)cc12 | 5 | -10 | 8 | 3 | 0 | -34 | 0 | -12 | -6 | -1 | -4 |
| Cc1ccc(CC(=O)NCCCn2ccnc2)cc1 | 11 | -2 | 5 | 1 | 8 | -16 | -12 | 0 | -5 | -3 | -2 |
| Cc1cc(C(=O)N/N=C/c2cccn2C)no1 | -2 | 4 | -75 | -2 | -48 | -15 | 3 | 1 | -12 | -12 | -1 |
| O=C(C1CCCN(Cc2ccncc2)C1)N1CCc2ccccc2C1 (stereo not given) | 11 | -1 | -5 | -1 | / | 3 | 5 | -18 | 3 | / | -4 |
| Cc1cc(C(=O)NNC(=O)Nc2cccc(C(F)(F)F)c2)no1 | 12 | -1 | 6 | 0 | 13 | 6 | 11 | 19 | / | -3 | -14 |
| CCOC(=O)c1c(/N=C/C2C(=O)CCCC2=O)sc2c1CCCC2 | -7 | 6 | -2 | 0 | 17 | 4 | 0 | -6 | / | 2 | -11 |
| CCOC(=O)Cc1csc(SCC(=O)Nc2oc(C)c3c(C)n[nH]c(=O)c23)n1 | 27 | -6 | -9 | 4 | 14 | -12 | -8 | 6 | -66 | -5 | 0 |
| O=C(CN1C(=O)NC2(CCCC2)C1=O)NNC(=O)c1ccccc1F | 20 | 2 | 10 | 3 | 21 | -10 | -6 | 8 | -7 | -7 | 11 |
| CCCCCCCCN1C(=O)[C@H](CC(=O)NCc2ccc(OC)c(OC)c2)C[C@@]2(C(=O)OCC)CCCC=C12 | / | 4 | / | 4 | 7 | 23 | 5 | 26 | / | 18 | 2 |
| O=C(c1ccccc1)N1CCC2(CC1)NCCc1[nH]cnc12 | 7 | -1 | 0 | -16 | -2 | -16 | 8 | -3 | -17 | 3 | 1 |

Main list, from the start:
| canonical_smiles | SRC3 inh | ABHD5-PLIN5 inh | SRC1 inh | Granule exo inh | NCOA2 inhibitor | TROY signal inh | LRH-1 inv ag | TWEAK-Fn14 inh | TLR9-MyD88 block | COUP-TFII inh | NOD2 RIPK2 PPI |
| --- | --- | --- | --- | --- | --- | --- | --- | --- | --- | --- | --- |
| COC(=O)c1c(-c2ccccc2OC)sc2ccc(OC)cc12 | 5 | -10 | 8 | 3 | 0 | -34 | 0 | -12 | -6 | -1 | -4 |
| Cc1ccc(CC(=O)NCCCn2ccnc2)cc1 | 11 | -2 | 5 | 1 | 8 | -16 | -12 | 0 | -5 | -3 | -2 |
| Cc1cc(C(=O)N/N=C/c2cccn2C)no1 | -2 | 4 | -75 | -2 | -48 | -15 | 3 | 1 | -12 | -12 | -1 |
| O=C(C1CCCN(Cc2ccncc2)C1)N1CCc2ccccc2C1 (stereo not given) | 11 | -1 | -5 | -1 | / | 3 | 5 | -18 | 3 | / | -4 |
| Cc1cc(C(=O)NNC(=O)Nc2cccc(C(F)(F)F)c2)no1 | 12 | -1 | 6 | 0 | 13 | 6 | 11 | 19 | / | -3 | -14 |
| CCOC(=O)c1c(/N=C/C2C(=O)CCCC2=O)sc2c1CCCC2 | -7 | 6 | -2 | 0 | 17 | 4 | 0 | -6 | / | 2 | -11 |
| CCOC(=O)Cc1csc(SCC(=O)Nc2oc(C)c3c(C)n[nH]c(=O)c23)n1 | 27 | -6 | -9 | 4 | 14 | -12 | -8 | 6 | -66 | -5 | 0 |
| O=C(CN1C(=O)NC2(CCCC2)C1=O)NNC(=O)c1ccccc1F | 20 | 2 | 10 | 3 | 21 | -10 | -6 | 8 | -7 | -7 | 11 |
| CCCCCCCCN1C(=O)[C@H](CC(=O)NCc2ccc(OC)c(OC)c2)C[C@@]2(C(=O)OCC)CCCC=C12 | / | 4 | / | 4 | 7 | 23 | 5 | 26 | / | 18 | 2 |
| O=C(c1ccccc1)N1CCC2(CC1)NCCc1[nH]cnc12 | 7 | -1 | 0 | -16 | -2 | -16 | 8 | -3 | -17 | 3 | 1 |
| COc1ccc(OC)c(NC(=O)CCCN2C(=O)C3C4C=CC(C4)C3C2=O)c1 (stereo not given) | 9 | 3 | -29 | 2 | -4 | 5 | -11 | -1 | 2 | 6 | 7 |
| O=c1[nH]cc(-c2ccccc2)c(=O)[nH]1 | -12 | 3 | 7 | -11 | -4 | -7 | -13 | 4 | 14 | -7 | -8 |
| CCC(=O)N/N=C(\C)CC(=O)Nc1ccc(Cl)cc1 | 0 | 4 | -21 | -2 | -24 | -1 | -11 | -9 | -2 | -9 | 1 |
| CCc1nnc(NS(=O)(=O)c2ccc(NC(=S)NC(=O)c3cccnc3)cc2)s1 | 4 | 1 | 6 | -4 | -11 | -7 | -14 | -29 | 5 | -8 | -3 |
| CCC1=NN(C(=O)CCc2ccccc2)C(O)(C(F)(F)F)C1 (stereo not given) | 12 | -1 | -5 | 0 | -7 | -16 | 19 | 9 | 1 | -7 | 2 |
| COc1cccc(NC(=O)C2(C)CCN2C(=O)C2CCCCC2)c1 (stereo not given) | -4 | -5 | -12 | 3 | -13 | -3 | -2 | 10 | / | -8 | 3 |
| Cc1nn(C)c(Sc2ccccc2N)c1[N+](=O)[O-] | -17 | -16 | -15 | 42 | -29 | 15 | 0 | 18 | -4 | 17 | -9 |
| O=S(=O)(c1ccccc1)c1cnc(-c2ccccc2)nc1N1CCCCC1 | 6 | -5 | -17 | -1 | 10 | -17 | -3 | 16 | 10 | 20 | 0 |
| Cc1cccc(NC(=O)Cc2cccs2)n1 | -8 | -6 | -48 | -2 | -18 | -51 | -15 | -29 | -8 | -24 | -11 |
| O=C(O)c1ccc(S(=O)(=O)NN=Cc2c[nH]c3ccccc23)cc1 | 0 | 9 | 1 | -1 | 10 | -10 | 38 | -5 | 3 | -4 | -11 |
| COc1ccc(S(=O)(=O)Nc2ccc(Cc3ccncc3)cc2)cc1OC | 20 | 16 | 7 | 16 | 22 | 7 | 6 | 12 | -3 | 29 | 5 |
| O=Cc1cn(-c2ccccc2)nc1-c1cccnc1 | -4 | -5 | 4 | 2 | 30 | 5 | 4 | -12 | 2 | -26 | -6 |
| CCCSc1nc(C)cc(C)c1C(N)=O | 4 | -1 | -40 | -2 | -26 | -9 | 7 | 7 | -1 | -6 | 2 |
| COc1ccc(Cn2c(=O)sc3ccccc32)cc1 | 17 | 10 | -3 | -1 | -11 | -34 | 19 | -28 | -6 | 1 | 0 |
| CC(=O)Nc1cccc(-c2csc(C(C)(O)c3cccc(F)c3)n2)c1 (stereo not given) | 8 | -1 | 2 | -3 | -12 | -1 | 9 | -6 | / | -3 | -8 |
| Cc1c(Cc2ccccc2)sc(/N=C/c2c(O)ccc3ccccc23)c1C(N)=O | -7 | -17 | -11 | 3 | / | 24 | -10 | 42 | 11 | / | 13 |
| CC(c1ccccc1)n1cc(C(=O)NCC2COc3ccccc3O2)nn1 (stereo not given) | 14 | 0 | 11 | -3 | -2 | -6 | 7 | 10 | 0 | -5 | -1 |
| COC(=O)c1cc(=O)n(-c2ccc(F)cc2)c(=Nc2ccc(F)cc2)s1 | 15 | 40* | 12 | 12 | 10 | 29 | 11 | 50* | -14 | 9 | -2 |
| CCOC(=O)Cn1c2ccc(F)cc2c2nc(C)sc21 | -4 | -1 | 5 | 0 | 20 | -7 | -13 | 3 | 9 | 20 | -8 |
| COc1cccc(CN(C)C(=O)c2ccc(OCC(=O)N3CCOCC3)c(OC)c2)c1 | -15 | 7 | -5 | 8 | 7 | 3 | 10 | -15 | -5 | 19 | -10 |

Next part
| canonical_smiles | SRC3 inh | ABHD5-PLIN5 inh | SRC1 inh | Granule exo inh | NCOA2 inhibitor | TROY signal inh | LRH-1 inv ag | TWEAK-Fn14 inh | TLR9-MyD88 block | COUP-TFII inh | NOD2 RIPK2 PPI |
| --- | --- | --- | --- | --- | --- | --- | --- | --- | --- | --- | --- |
| COC(=O)c1c(N)sc(Cc2ccccc2)c1C | -2 | -8 | -32 | 0 | -16 | 10 | -11 | 8 | -5 | -9 | 6 |
| Clc1cccc(NCc2nnc(SCc3ccccc3)o2)c1 | 3 | -5 | -10 | -1 | 5 | -8 | 7 | -16 | 1 | 2 | 4 |
| CCCCOc1ccccc1NC(=O)c1ccco1 | 6 | -7 | -1 | 0 | 0 | 13 | -10 | -7 | 8 | 12 | 0 |
| N#CC1(Cc2ccc(Cl)cc2)c2ccccc2C=CN1C(=O)c1ccccc1 (stereo not given) | 0 | 1 | -7 | -4 | -18 | -43 | 7 | 12 | 6 | 5 | 3 |
| COc1ccc(CN2CCN(CC(O)Cn3c4ccccc4c4ccccc43)CC2)cc1 (stereo not given) | 12 | 4 | -9 | 13 | -3 | 8 | 4 | 14 | 0 | 7 | 3 |
| COc1ccc(NS(=O)(=O)c2ccc(Cl)s2)cn1 | 4 | 6 | 13 | -9 | -19 | 1 | -5 | -16 | 3 | 1 | -3 |
| CN(C)Cc1c(O)ccc2c(-c3ccccc3)cc(=O)oc12 | 9 | -1 | -15 | 3 | -9 | -6 | -6 | 3 | 6 | -3 | 9 |
| O=Cc1ccc(OCc2nnsc2Cl)cc1 | 5 | 3 | -5 | -3 | -5 | 1 | 27 | -2 | -10 | 19 | 0 |
| C/C(=N\NC(=O)C1(C)CC1(Br)Br)c1ccc(C)cc1C (stereo not given) | -21 | -7 | -27 | -3 | -2 | 19 | 5 | 4 | -10 | -3 | -11 |
| COc1ccc(N2CCN(CCCNC(=O)C(=O)c3c(C)n(C)c4ccccc34)CC2)cc1 | 4 | 5 | 5 | 17 | -25 | -2 | 21 | -10 | 7 | 2 | -6 |
| Cc1ccc(C(=O)OCC(=O)Nc2ccc3[nH]c(=O)[nH]c3c2)o1 | -4 | 0 | -2 | 0 | -32 | 6 | 14 | 6 | -6 | 7 | 2 |
| O=C(c1ccc(C(F)(F)F)cc1)C1CCCN(C(=O)CCc2ccncc2)C1 (stereo not given) | 11 | 0 | 14 | 38 | 26 | 26 | 20 | 18 | -14 | 29 | 4 |
| CC(=O)Nc1ccc(N2C(=O)c3cccc4c(O)ccc(c34)C2=O)cc1 | -16 | -5 | -10 | 0 | -8 | -8 | -28 | 16 | 17 | 7 | 27* |
| O=C(NC(=S)NCC1CCCO1)c1ccccc1[N+](=O)[O-] (stereo not given) | -4 | 4 | 29 | 0 | 9 | 14 | -4 | 9 | / | 25 | -4 |
| CC1(C)Cc2c(cnn2-c2ccc(F)cc2)C(NC(=O)CCn2cncn2)C1 (stereo not given) | 3 | 0 | -24 | -6 | 10 | -55 | -11 | -9 | -7 | -13 | -11 |
| CC(=O)Nc1ccc(NC(=O)CSc2nc3ccccc3c(=O)n2CCCN2CCOCC2)cc1 | -16 | -6 | -8 | 20 | 7 | -5 | -6 | 14 | -5 | 0 | 7 |
| CC(=O)c1cccc(NC(=O)COC(=O)COc2ccccc2C)c1 | -8 | 4 | -4 | -2 | -15 | -21 | -7 | -2 | -3 | -3 | 7 |
| Cc1ccc(OCCNC(=O)Cc2ccc(S(=O)(=O)N3CCOCC3)s2)cc1 | -11 | -4 | -11 | 0 | 18 | 10 | 12 | -2 | -12 | 12 | -14 |
| COCCN1Cc2cccc(C(=O)N3CCN(c4ccccc4)CC3)c2C1=O | 10 | 1 | 4 | 1 | -8 | 4 | -17 | -3 | -9 | -1 | 6 |
